Screening results from PubChem.
DENV2 CPE – protects cells from dengue virus 2 cytopathic effect; DENV2-infected cells, cytopathic effect rescue, plate reader; CPE inhibition, % at 9.99 µM; hit rate 1.7% among 350,000; in the data active = CPE inhibition above about 20%, passing the limit was not always enough; inconclusive = no clear call, values can overlap the other calls; tested in BHK-21 cells;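 note: 0% = median of neutral control wells and 100% = median of positive control wells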
ARNT-TACC3 inh – disruptors of human ARNT/TACC3 interaction. Q9Y6A5. AlphaScreen His-ARNT PAS-B/GST-TACC3 binding, luminescence; TACC3 fragment carries E629A point mutation. inhibition, % at 9.99 µM. hit rate 0.66% among 390,000. AID 623870;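 active = mean inhibition of replicates at least 50% and at least half of replicates each reaching 50%; inconclusive = half or more replicates reach 50% but mean below 50%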;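 note: 0% = complete ARNT plus TACC3 wells and 100% = ARNT alone without TACC3; many hits fall short of the cut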
PAX8 reporter – inhibitors of PAX8 transcriptional activity in RMG-I cells; AID 652154; RMG-I TPO-luciferase reporter, SteadyGlo, 24 h; hit rate 1.2% among 360,000; inhibition, % at 12.6 µM;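 active = mean replicate inhibition at least 60% with every replicate also reaching 60%; inconclusive = only one of the two criteria is met; inactive = mean below 60% and not all replicates reaching 60%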;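 note: luciferase light reporting Pax8 driven TPO promoter activity; plate controls were median of neutral control wells for no effect and mitoxantrone controls for full effect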
F508del corr – CFTR F508del correction in bronchial cells; CFBE cells, YFP halide quenching; stimulated with forskolin plus potentiator P3; % fluorescence drop versus neutral controls; AID 720511; hit rate 0.36% among 350,000; activity (quench increase), % at 7.58 µM;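 active = mean added fluorescence quench of at least 8% versus neutral control, with both replicates also reaching 8%; inconclusive = only one of the mean or replicate conditions met; inactive = mean below 8% and not both replicates reaching 8%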;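 note: cells transiently co-express mutant CFTR-F508del with the halide-sensitive YFP; corrector assay measuring rescue of mutant channel to the surface after 24 h compound exposure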
XiGFP reactiv – X-chromosome reactivation activator; activation, % at 7.58 µM; hit rate 0.055% among 360,000; XiGFP mouse fibroblasts, % GFP-positive cells imaging, 3 d; cells co-treated with 5-aza-dC sensitizer; scaled so ellipticine positive control = 100%;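 active = mean normalized replicate activation at least 10% and every replicate at or above 10%; inconclusive = only one of the two criteria met; inactive = mean below 10% and not all replicates reach 10%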;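 note: 0% = median of on-plate neutral control wells and 100% = ellipticine 6 µM median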
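assay system = SV40-immortalized XiGFP fibroblast cells, line 68-5-11 | buffer or medium = DMEM plus 5-aza-dC sensitizer | doses = single-point pinned compound dosing | times = 3-day compound exposure, then 15 min fixation at room temperature | benchmarks = positive control ellipticine, 6 µM final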
ERp5 inh – ERp5 (human) disulfide isomerase inhibition; inhibition, % at 9.99 µM; ERp5 insulin aggregation, absorbance 650 nm, 90 min; hit rate 0.05% among 350,000;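 active = mean replicate inhibition above about 25%, with every replicate also reaching it, limit read from the data, passing the limit was not always enough; inconclusive = only one of those two criteria met; inactive = neither criterion met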
Target sequence (Q15084 whole entry, looked up): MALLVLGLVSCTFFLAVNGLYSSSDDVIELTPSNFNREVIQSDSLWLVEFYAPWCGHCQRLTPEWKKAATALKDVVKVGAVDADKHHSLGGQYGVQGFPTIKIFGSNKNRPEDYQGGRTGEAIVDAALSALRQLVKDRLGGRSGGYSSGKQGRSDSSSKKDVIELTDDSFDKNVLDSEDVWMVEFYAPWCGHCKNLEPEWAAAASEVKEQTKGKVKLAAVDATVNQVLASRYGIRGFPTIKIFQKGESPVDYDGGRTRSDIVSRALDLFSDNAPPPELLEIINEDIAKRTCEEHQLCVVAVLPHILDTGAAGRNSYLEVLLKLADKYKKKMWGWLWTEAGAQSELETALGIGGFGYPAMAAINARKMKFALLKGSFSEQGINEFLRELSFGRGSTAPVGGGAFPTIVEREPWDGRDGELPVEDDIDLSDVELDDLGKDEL
GSIS activator – primary screen for activators of insulin secretion dependent on glucose, INS-1E cells, GLuc reporter luminescence; AID 743287; INS-1E GLuc reporter insulin secretion, 2-3 h; activation, % at 16.6 µM; hit rate 0.61% among 370,000;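 active = lowest replicate activation of at least 40%, so every replicate reaches that level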;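 note: 0% = median of neutral control wells and 100% = median of IBMX positive control wells; some compounds called inactive have numbers as strong as hits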
EWS-Fli inh – inhibitors of EWS/Fli oncoprotein transcriptional activity; AID 651661; hit rate 0.67% among 350,000; inhibition, % at 12.6 µM; A673 NR0B1-luciferase reporter, viability-normalised;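 active = mean inhibition of at least 50% after viability correction, with every replicate also passing that limit; inconclusive = mean reaches 50% but only one of two replicates passes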;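 note: firefly luciferase signal divided by Alamar Blue viability fluorescence both relative to DMSO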
* hit, by the source's call; ? = inconclusive; / = no result given.

SMILES	DENV2 CPE	ARNT-TACC3 inh	PAX8 reporter	F508del corr	XiGFP reactiv	ERp5 inh	GSIS activator	EWS-Fli inh
Cc1ccc(S(=O)(=O)Nc2ccc3c(c2)C(=O)N([C@@H](C)CO)C[C@H](C)[C@H](CN(C)CC2CCCCC2)O3)cc1	0	6	2	0.1	0.2	2	0	-9
COc1cccc(-c2nn(-c3ccccc3)cc2CN(C)Cc2ccno2)c1	10	/	22	-0.9	0.0	-3	-8	9
CC(NC(=O)CC12CC3CC(CC(C3)C1)C2)C(=O)O (configuration not stated)	6	23	/	-1.2	/	-2	3	-3
COc1ccc(NC(=O)CCSCCC(=O)Nc2ccc(OC)cc2OC)c(OC)c1	/	-2	6	/	-0.1	/	6	/
Nc1ccc(S(=O)(=O)NCC(=O)OCCOc2ccccc2)cc1[N+](=O)[O-]	2	6	-7	-1.6	-0.1	0	-28	4
CC(C)(Cc1ccccc1)/[N+]([O-])=C\c1ccc(C(F)(F)F)cc1	-17	-6	2	-1.0	0.0	-3	1	-3
COc1cccc(-c2ccc([C@@H]3[C@H]4CNCC(=O)N4[C@H]3CO)cc2)c1	3	/	/	-2.2	0.1	5	-1	-3
O=C(NCc1ccc(F)cc1)C1CCC(CNc2c(N3CCCCC3)c(=O)c2=O)CC1 (configuration not stated)	-2	-3	6	-1.8	-0.2	-2	5	4
COc1ccc(-n2nc(C(=O)NCC(=O)N3CCN(c4ccccc4OC)CC3)c3ccccc3c2=O)cc1OC	4	0	0	-2.2	0.1	0	-3	-19
C[C@H](NC(=O)C[C@H]1CC[C@@H](NC(=O)C2CC2)[C@@H](CO)O1)c1ccccc1	-2	-2	1	-1.5	0.4	4	13	0
COc1cc(OC)c2ccc(=O)oc2c1C(CCN1CCCC(C)C1)c1ccc2c(c1)OCO2 (configuration not stated)	7	32	27	-0.7	0.4	2	-16	8
C=CCN=C1NC(c2cccc(C(F)(F)F)c2)C(C(=O)OC)=C(C)N1Cc1ccccc1C(F)(F)F (configuration not stated)	?	/	6	-1.6	-0.1	0	/	14
O=C(c1cccnc1)N1CC(=O)N2[C@@H](CO)[C@H](c3ccc(C#CCC4CCCC4)cc3)[C@@H]2C1	13	/	0	0.0	0.0	2	-7	2
Cc1ncc(CO)c2c1Oc1nc(-c3ccccc3)nc(SCC(=O)N3CCCCC3)c1C2	4	-13	38	1.0	0.0	-1	-10	-2
COC(=O)C1=CN(c2cc(C)cc(C)c2)C=C(C(=O)OC)C1c1cccc(F)c1	5	6	19	-2.0	0.1	0	3	/
S=c1[nH]nc(CN2CCCCC2)n1-c1ccc(Cl)cc1	11	4	4	-0.7	0.0	-2	8	2
COc1ccc(S(=O)(=O)Nc2ccc3c(c2)C(=O)N([C@H](C)CO)C[C@H](C)[C@H](CN(C)Cc2ccc(Cl)c(Cl)c2)O3)cc1	5	-2	/	-1.2	-0.1	8	-11	5
COc1ccc2c(COC(=O)c3ccc(C)c(S(=O)(=O)N4CCOCC4)c3)cc(=O)oc2c1	6	1	-9	4.5	-0.1	-5	-4	1
Cc1ccc2cc(CN(C(=O)c3ccco3)c3cccc(C)c3C)c(=O)[nH]c2c1	-5	-5	17	-1.6	-0.2	1	10	4
Cc1c(Cl)cnc(NC(=O)COC(=O)[C@@H](NC(=O)c2ccco2)C(C)C)c1Cl	8	1	6	2.7	-0.1	-6	6	7
O=C(O)c1c2c(nc3ccc(S(=O)(=O)N4CCC(C(=O)NCc5ccccc5Cl)CC4)cc13)CCCC2	-4	30	-2	-2.0	0.0	0	-7	2
O=C(C[C@@H]1CC[C@@H]2[C@H](COC[C@@H](O)CN2S(=O)(=O)c2cccc(F)c2)O1)NCCCN1CCOCC1	-14	-1	3	-3.7	-0.1	5	19	0
O=C(Cc1cccc2ccccc12)NC(=S)Nc1cccc(C(=O)O)c1	6	6	-3	-2.0	0.0	-1	-17	2
O=C(C[C@H]1CC[C@H](NC(=O)Cc2cccnc2)[C@@H](CO)O1)NCc1ccc2c(c1)OCO2	-2	-12	-8	2.3	0.5	1	3	-8
Cc1ccc(C2=CC(c3ccc(C)cc3)n3ncnc3N2)cc1 (configuration not stated)	/	/	14	-3.2	0.3	/	9	-3
C=CCNC(=O)Nc1ccc(F)c(Cl)c1	-1	/	-6	-3.5	0.0	3	-19	-6
COc1cccc(CNC(=O)Cn2c(=O)n(CCC(=O)N3CCCCC3)c(=O)c3sccc32)c1	11	26	-3	3.4	0.0	-4	-15	-16
S=C(NCCc1ccccc1)NC1CCC(NC(=S)NCCc2ccccc2)CC1 (configuration not stated)	/	-6	1	0.6	0.1	4	-2	3
C[C@@H]1CN([C@@H](C)CO)C(=O)c2cc(C#CC3CC3)cnc2O[C@@H]1CN(C)C(=O)C1CCCCC1	/	/	/	-2.4	-0.6	/	0	-6
C=CCOc1ccc(CNc2ccc(NC(=O)CC(C)C)cc2)cc1OC	3	-13	-12	-3.4	0.0	1	3	-12

An excerpt from above in order of number of heavy atoms, falling.
SMILES	DENV2 CPE	ARNT-TACC3 inh	PAX8 reporter	F508del corr	XiGFP reactiv	ERp5 inh	GSIS activator	EWS-Fli inh
COc1ccc(S(=O)(=O)Nc2ccc3c(c2)C(=O)N([C@H](C)CO)C[C@H](C)[C@H](CN(C)Cc2ccc(Cl)c(Cl)c2)O3)cc1	5	-2	/	-1.2	-0.1	8	-11	5
O=C(O)c1c2c(nc3ccc(S(=O)(=O)N4CCC(C(=O)NCc5ccccc5Cl)CC4)cc13)CCCC2	-4	30	-2	-2.0	0.0	0	-7	2
O=C(C[C@@H]1CC[C@@H]2[C@H](COC[C@@H](O)CN2S(=O)(=O)c2cccc(F)c2)O1)NCCCN1CCOCC1	-14	-1	3	-3.7	-0.1	5	19	0
COc1cccc(CNC(=O)Cn2c(=O)n(CCC(=O)N3CCCCC3)c(=O)c3sccc32)c1	11	26	-3	3.4	0.0	-4	-15	-16
COc1ccc2c(COC(=O)c3ccc(C)c(S(=O)(=O)N4CCOCC4)c3)cc(=O)oc2c1	6	1	-9	4.5	-0.1	-5	-4	1
S=C(NCCc1ccccc1)NC1CCC(NC(=S)NCCc2ccccc2)CC1 (configuration not stated)	/	-6	1	0.6	0.1	4	-2	3
Cc1ccc2cc(CN(C(=O)c3ccco3)c3cccc(C)c3C)c(=O)[nH]c2c1	-5	-5	17	-1.6	-0.2	1	10	4
Cc1c(Cl)cnc(NC(=O)COC(=O)[C@@H](NC(=O)c2ccco2)C(C)C)c1Cl	8	1	6	2.7	-0.1	-6	6	7
C=CCOc1ccc(CNc2ccc(NC(=O)CC(C)C)cc2)cc1OC	3	-13	-12	-3.4	0.0	1	3	-12
Cc1ccc(C2=CC(c3ccc(C)cc3)n3ncnc3N2)cc1 (configuration not stated)	/	/	14	-3.2	0.3	/	9	-3
S=c1[nH]nc(CN2CCCCC2)n1-c1ccc(Cl)cc1	11	4	4	-0.7	0.0	-2	8	2
C=CCNC(=O)Nc1ccc(F)c(Cl)c1	-1	/	-6	-3.5	0.0	3	-19	-6

Following part
SMILES	DENV2 CPE	ARNT-TACC3 inh	PAX8 reporter	F508del corr	XiGFP reactiv	ERp5 inh	GSIS activator	EWS-Fli inh
CC(=O)c1ccc(OCc2cn(CC(=O)c3ccc(O)cc3)nn2)cc1	11	-4	-8	-0.1	0.0	-2	/	-4
C[C@@H]1CN([C@H](C)CO)C(=O)c2cc(NC(=O)CCC(F)(F)F)ccc2O[C@@H](C)CCCCO[C@@H]1CN(C)S(=O)(=O)c1cn(C)cn1	5	-9	-6	0.0	0.2	-3	10	-14
CCCCC(=O)NNC(=S)NC(=O)C(c1ccccc1)c1ccccc1	3	-12	-9	1.1	0.0	-9	-5	12
NNC(=O)CNC(c1ccccc1)c1cc(Br)ccc1N (configuration not stated)	-2	3	27	4.1	0.2	2	-14	4
CCOc1ccc(S(=O)(=O)NC(=O)c2ccccc2)cc1	3	-1	7	1.8	0.2	6	-3	10
CCOC(=O)[C@]12CCCC=C1N(Cc1cccc3ccccc13)C(=O)[C@H](CC(=O)N1CCC(c3ccccc3)CC1)C2	0	/	-5	2.5	-0.1	-4	6	3
CCOC(=O)C1CCN(C2CCN(C(=O)c3oc4c(C)c(C)ccc4c3C)CC2)CC1	-2	5	-109	1.4	0.0	2	-4	/
Cc1cc(C)nc(Nc2ccccc2F)n1	-4	-7	-13	0.8	-0.1	3	-1	-7
O=[N+]([O-])c1ccccc1S(=O)(=O)N1CCN(C2CCN(Cc3ccccc3)CC2)CC1	16	-9	13	1.7	0.1	4	-3	7
CCC(=O)NCCCOc1ccccc1	-1	-15	/	0.4	/	4	-8	4
C[C@H](O)C#Cc1cnc2c(c1)C(=O)N([C@H](C)CO)C[C@H](C)[C@H](CN(C)C(=O)c1ccccc1F)O2	1	-8	/	0.4	0.1	-9	13	-1
CC(C)CC1NC(=O)N(CC(=O)NC2CCCc3ccccc32)C1=O (configuration not stated)	6	-2	10	-4.2	0.0	-20	7	0
C[C@@H]1CN([C@H](C)CO)C(=O)c2cc(-c3ccccc3)cnc2O[C@H]1CN(C)C(=O)C1CCOCC1	?	-9	/	0.2	-0.3	-8	14	2
CN1C(=O)c2cc(NC(=O)Cc3cccs3)ccc2OC[C@@H]2O[C@H](CC(=O)O)CC[C@H]21	10	0	4	0.4	0.2	-1	5	1
Cc1noc(C)c1S(=O)(=O)Nc1ccc2c(c1)C(=O)N([C@@H](C)CO)C[C@@H](C)[C@H](CN(C)C(=O)Nc1ccc(F)cc1)OCCCC[C@H](C)O2	7	5	-11	-0.3	0.0	0	-2	-10
Cc1noc(C)c1S(=O)(=O)N(C)C[C@@H]1Oc2ccc(NS(=O)(=O)c3cn(C)cn3)cc2CC(=O)N([C@@H](C)CO)C[C@H]1C	/	-7	/	-5.0	-0.6	-2	3	-9
c1ccc2c(c1)COC(CNC1CCCCC1)OC2	-2	30	-13	-0.4	-0.7	-3	10	0
Cc1nc(CS(=O)(=O)c2ccccn2)sc1C(=O)NNC(=O)c1ccc(Cl)cc1	8	-1	-3	2.6	0.0	7	/	6
CCOc1ccc(NC(=O)COC(=O)Cn2cnc3ccccc32)cc1	-1	-27	-8	0.0	0.0	-4	/	3
Cn1c(C(=O)N2CCN(Cc3ccccc3)CC2)cc2c(=O)n(C)c3ccccc3c21	5	5	14	-3.0	0.3	-6	9	-9
C[C@H](CO)N1C[C@H](C)[C@H](CN(C)Cc2ccccc2)Oc2ccc(NS(=O)(=O)c3ccccc3)cc2CC1=O	55*	10	4	1.8	0.0	1	-1	-2
